Screens deposited in PubChem BioAssay by NMMLSC.
ABCG2 block – inhibitors of human ABCG2 transporter, ABCB1 counter-screen | inhibition, % at 6.6 µM | 190,000 tested, 0.1% active | IgMXP3 cells, JC-1 efflux, flow cytometry | Q9UNQ0;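 active = inhibition above 80%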;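 note: 0% = DMSO and 100% = nicardipine control wells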
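Measure – % inhibition of efflux relative to nicardipine and DMSO · Test system – ABCG2 IgMXP3 and barcoded ABCB1 CCRF-Adr cell mix · Control set – nicardipine as high control, DMSO as low control · Compound – one concentration, 6.6 µM final · Signal – flow cytometry of retained JC-1 fluorescence · Timing – 10 min exposure at 25 °C with rotation, no wash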
Bfl-1 Bim block – inhibitors of Bim-Bfl-1 interaction, human; Q16548; Bead-based flow cytometry, Bim-Bfl-1 binding inhibition; inhibition, % at 10 µM; 190,000 tested, 0.12% active; AID 1008;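 note: 0% = wells without compound plus tracer and 100% = blocker peptide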
Bcl-2 Bim block – human Bim-Bcl-2 interaction inhibition. 190,000 tested, 0.06% active. Bead-based flow cytometry, Bim peptide-Bcl-2 binding. P10415. inhibition, % at 10 µM; in the data active = inhibition above about 40%; inconclusive = no clear call, values can overlap the other calls;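 note: 0% = no compound wells with probe peptide and 100% = reference peptide inhibitor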
Target sequence (P10415 whole entry, looked up): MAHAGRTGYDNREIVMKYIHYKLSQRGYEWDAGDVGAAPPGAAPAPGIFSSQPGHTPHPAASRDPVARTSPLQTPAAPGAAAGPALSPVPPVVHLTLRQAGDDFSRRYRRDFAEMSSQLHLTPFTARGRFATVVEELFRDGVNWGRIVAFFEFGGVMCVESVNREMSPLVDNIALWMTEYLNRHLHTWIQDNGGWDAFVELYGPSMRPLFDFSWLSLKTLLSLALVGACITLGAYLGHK
GSH bead fluor – GSH bead compound fluorescence profile | GSH beads flow cytometry, compound fluorescence 488/530 nm; hits give high values | fluorescence (KMESF) at 10 µM | 190,000 tested, 0.25% active | AID 1776; in the data active = fluorescence above about 89;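 note: glutathione beads carrying GST-tagged Bcl family fusion proteins plus one bare bead set; values are compound well signal with DMSO vehicle wells as background; inactives centre near 16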
RGS7-Gao reg – regulators of human RGS7-Galphao interaction | P09471 | Multiplexed bead flow cytometry, RGS7-Galphao binding; actives lie on both sides | binding response (% of control), % at 10 µM | 220,000 tested, 0.35% active | AID 1439; in the data active = binding response below about 49% or above about 150%; inconclusive = no clear call, values can overlap the other calls; inactive = in between;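 note: fluorescent Galphao held in activated GDP-AlF4 state binding bead-coupled RGS7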
Bcl-B Bim block – human Bim-Bcl-B interaction inhibition | Q9HD36 | bead-based flow cytometry, Bim peptide-Bcl-B binding | inhibition, % at 10 µM | 190,000 tested, 0.073% active;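 note: 0% = tracer peptide without compound and 100% = reference inhibitor peptide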
Target sequence (Q9HD36 whole entry, looked up): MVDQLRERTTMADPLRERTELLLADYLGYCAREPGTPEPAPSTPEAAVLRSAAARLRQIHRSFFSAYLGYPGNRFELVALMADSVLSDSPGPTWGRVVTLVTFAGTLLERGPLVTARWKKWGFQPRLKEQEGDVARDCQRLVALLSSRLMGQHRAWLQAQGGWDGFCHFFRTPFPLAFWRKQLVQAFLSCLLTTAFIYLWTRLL
RGS4-Gao reg – human RGS4-Galphao interaction regulation; binding response (% of control), % at 10 µM; 220,000 tested, 0.33% active; P09471; AID 1415; Multiplexed bead flow cytometry, RGS4-Galphao binding; actives lie on both sides; in the data active = binding response below about 49% or above about 150%; inactive = in between;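 note: fluorescent Galphao activated with aluminum fluoride binding bead-coupled RGS4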
Bcl-W Bim block – human Bim-Bcl-W interaction inhibition; bead-based flow cytometry, Bim peptide-Bcl-W binding; Q92843; 190,000 tested, 0.02% active; inhibition, % at 10 µM; AID 952;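 note: 0% = bound tracer without compound and 100% = peptide blocker; higher means less fluorescent Bim peptide bound to Bcl-W beads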
Target sequence (Q92843 whole entry, looked up): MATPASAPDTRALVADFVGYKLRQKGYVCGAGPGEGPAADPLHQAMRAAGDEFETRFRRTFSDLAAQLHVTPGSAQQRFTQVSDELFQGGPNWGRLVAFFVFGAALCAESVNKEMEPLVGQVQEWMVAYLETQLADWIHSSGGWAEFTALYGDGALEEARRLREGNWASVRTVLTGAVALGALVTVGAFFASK
ABCB1 inh – human ABCB1 inhibition, ABCG2 as counter-screen; P08183; CCRF-Adr cells, JC-1 efflux, flow cytometry; inhibition, % at 6.6 µM; 190,000 tested, 0.067% active; AID 1326; in the data active = inhibition above about 40%;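 note: 0% = vehicle and 100% = reference inhibitor; higher value means more JC-1 retained so stronger ABCB1 efflux block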
Avidin fluor – compound fluoresces at 488/530 nm on avidin beads. fluorescence (KMESF) at 10 µM. 220,000 tested, 0.38% active. compound fluorescence 488/530 nm, flow cytometry; hits give high values. AID 1775; in the data active = fluorescence above about 47; note: inactives centre near 10
Bim-Bcl-XL – human Bim-Bcl-XL interaction inhibition | Q07817 | Bim peptide-Bcl-XL binding, bead flow cytometry, fluorescence | inhibition, % at 10 µM | 190,000 tested, 0.04% active | AID 1007
Target sequence (Q07817 whole entry, looked up): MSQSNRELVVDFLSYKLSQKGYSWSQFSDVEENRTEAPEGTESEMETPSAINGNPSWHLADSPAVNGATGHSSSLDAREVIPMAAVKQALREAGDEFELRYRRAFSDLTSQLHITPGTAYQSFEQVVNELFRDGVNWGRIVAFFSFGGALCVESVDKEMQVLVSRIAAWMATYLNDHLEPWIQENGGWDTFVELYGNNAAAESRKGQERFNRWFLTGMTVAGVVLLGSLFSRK
An asterisk follows results filed as active; u = inconclusive; & = joins results of further samples. Cut-off read from the data, not from the text of the source, unless noted: active = inhibition above about 40%. Hits appear at their usual frequency, and some 1.3% of all compounds hit somewhere here.

SMILES	ABCG2 block	Bfl-1 Bim block	Bcl-2 Bim block	GSH bead fluor	RGS7-Gao reg	Bcl-B Bim block	RGS4-Gao reg	Bcl-W Bim block	ABCB1 inh	Avidin fluor	Bim-Bcl-XL
Cc1cccc(N2C(=O)CC(N3CCN(C(=O)c4ccccc4)CC3)C2=O)c1 (stereo not given)	1.0	-8.0	-8.0	25	101.0	-8.0	98.6	1.0	0.3	7	-2.0
O=C1CN(C(=O)CNC(=O)c2cccc(Cl)c2)c2ccccc2N1	4.6	-2.0	0.0	11	94.7	1.0	95.6	0.0	-0.5	9	-2.0
CCOc1cc(C2C3=C(CCCC3=O)N(CCC(=O)O)C3=C2C(=O)CCC3)ccc1OS(=O)(=O)c1ccc(C)cc1	3.7	-13.0	-7.0	16	96.7	-6.0	99.7	-1.0	1.4	15	-6.0
CC(CCc1ccccc1)NC(=O)COC(=O)c1cccc2ccccc12 (stereo not given)	24.1	-2.0	-2.0	21	98.6	-8.0	100.1	-4.0	1.1	12	-5.0
O=C(NCC1CCCO1)c1ccc(S(=O)(=O)N2CCC(c3nc4ccc(Cl)cc4[nH]3)CC2)cc1 (stereo not given)	3.4	-3.0	5.0	14	101.6	-6.0	103.8	-5.0	0.7	21	-5.0
Cc1nnc(NC(=O)CSc2nnc(Cc3cccn3C)n2-c2ccccc2)s1	0.8	-3.0	-1.0	18	98.7	-3.0	100.2	-5.0	0.4	6	-5.0
CC1CCc2c(sc3ncn(CCO)c(=O)c23)C1 (stereo not given)	2.6	-3.0	1.0	9	106.5	0.0	105.4	-2.0	0.1	20	-2.0
CCSCCC(NC1=CC(=O)CC(C)(C)C1)C(=O)O (stereo not given)	-0.2	-10.0	-6.0	46	97.8	-6.0	101.7	2.0	-0.2	5	3.0
Cc1c2c(nc3nnnn13)CCCC2	6.5	2.0	0.0	22	u	2.0	100.8	0.0	1.1	16	0.0
O=C(N/N=C/c1cn(-c2ccccc2)nc1-c1cc2ccccc2o1)c1c[nH]c2ccccc12	-11.7	-6.0	-6.0	10	97.9	1.0	96.9	-2.0	-1.8	11	-1.0
CN1CCC/C1=C1/C(=O)N(c2ccccc2)N=C1NC(=O)Nc1cccc(Cl)c1	39.4	-5.0	-1.0	16	u	-6.0	99.3	4.0	3.1	8	0.0
CC1=C(C)[N+](=O)C2(O)CCCCC2(C)N1[O-] (stereo not given)	-0.3	0.0	-2.0	18	101.8	0.0	102.8	0.0	0.1	14	0.0
COCc1cc(C)n(CC(=O)Nc2ccc(Cl)cc2Cl)c(=O)c1C#N	1.3	0.0	-2.0	21	96.0	0.0	98.3	-1.0	-0.2	13	-2.0
CCOc1ccc(OCC)c(-c2c(=O)n(OCc3ccc(Cl)cc3)c3ccccc3[n+]2[O-])c1	6.8	-4.0	0.0	10	99.0	-6.0	98.6	-4.0	1.2	17	1.0
O=c1c(Cl)c(NCc2ccccc2)cnn1C12CC3CC(CC(C3)C1)C2	36.9	1.0	5.0	3	105.5	0.0	103.5	-2.0	2.9	15	0.0
CCN(CC)S(=O)(=O)c1ccc2oc(C(=O)NCc3ccc(F)cc3)c(C)c2c1	13.4	-11.0	-10.0	38	99.5	-8.0	99.3	2.0	1.5	13	0.0
Cc1nc(S/C(=C/c2ccc(-c3cccc(Cl)c3)o2)C(=O)O)n[nH]1	-2.7	-2.0	2.0	9	100.7	0.0	98.5	9.0	-0.6	22	2.0
Cc1ccc(C(=O)NC(=S)Nc2c(C)ccc3nsnc23)cc1	4.3	4.0	-1.0	12	97.6	-16.0	99.0	-4.0	-1.0	3	-8.0
CSCCC(NS(=O)(=O)c1ccc2c(c1)OCCO2)C(=O)NCCc1ccccn1 (stereo not given)	0.4	-6.0	-9.0	27	103.1	-10.0	104.6	-1.0	-1.3	15	-5.0
Cc1cc(NC(=O)C2CC2)n(-c2nc3ccccc3s2)n1	2.1	0.0	-3.0	12	103.8	-3.0	109.8	0.0	0.9	19	-2.0
O=C(O)C1CC=CCC1C(=O)c1ccccc1 (stereo not given)	0.1	-1.0	-2.0	54	96.2	0.0	101.1	-2.0	0.5	4	-4.0
CC(C(=O)NC1CCCC1)N(Cc1ccc2c(c1)OCO2)C(=O)c1snc(C(N)=O)c1N (stereo not given)	0.3	-10.0	-6.0	50	97.5	-7.0	98.2	0.0	0.7	7	-6.0
O=C(O)Cn1cc2c(n1)CCCCC2	1.1	0.0	2.0	14	88.0	-4.0	86.4	0.0	0.4	27	-3.0
CN(C)S(=O)(=O)c1cccc(NC(=S)N/N=C/c2cccc(O)c2)c1	-1.1	-2.0	-3.0	10	105.4	-7.0	106.5	-1.0	-0.5	22	-4.0
COc1ccc2c(Cl)c(C(=O)N/N=C3\CCCC(=O)C3)sc2c1	-1.8	-1.0	1.0	11	u	0.0	97.9	3.0	-1.0	10	1.0

Next section; the last 6 above are carried over.
SMILES	ABCG2 block	Bfl-1 Bim block	Bcl-2 Bim block	GSH bead fluor	RGS7-Gao reg	Bcl-B Bim block	RGS4-Gao reg	Bcl-W Bim block	ABCB1 inh	Avidin fluor	Bim-Bcl-XL
Cc1cc(NC(=O)C2CC2)n(-c2nc3ccccc3s2)n1	2.1	0.0	-3.0	12	103.8	-3.0	109.8	0.0	0.9	19	-2.0
O=C(O)C1CC=CCC1C(=O)c1ccccc1 (stereo not given)	0.1	-1.0	-2.0	54	96.2	0.0	101.1	-2.0	0.5	4	-4.0
CC(C(=O)NC1CCCC1)N(Cc1ccc2c(c1)OCO2)C(=O)c1snc(C(N)=O)c1N (stereo not given)	0.3	-10.0	-6.0	50	97.5	-7.0	98.2	0.0	0.7	7	-6.0
O=C(O)Cn1cc2c(n1)CCCCC2	1.1	0.0	2.0	14	88.0	-4.0	86.4	0.0	0.4	27	-3.0
CN(C)S(=O)(=O)c1cccc(NC(=S)N/N=C/c2cccc(O)c2)c1	-1.1	-2.0	-3.0	10	105.4	-7.0	106.5	-1.0	-0.5	22	-4.0
COc1ccc2c(Cl)c(C(=O)N/N=C3\CCCC(=O)C3)sc2c1	-1.8	-1.0	1.0	11	u	0.0	97.9	3.0	-1.0	10	1.0
Cc1ccoc1C(=O)N1CCCCC1C(=O)O (stereo not given)	0.5	-1.0	-4.0	27	102.2	-1.0	101.6	1.0	1.0	9	0.0
CCOC(=O)N1CCN(C(=O)c2cn(C)c3ccc(S(=O)(=O)N4CCC(C)CC4)cc3c2=O)CC1	2.5	-4.0	1.0	6	104.1	0.0	102.0	-2.0	0.9	27	-4.0
COC(=O)C1=C(C)N(Cc2ccc3c(c2)OCO3)C(=O)C1	7.9	-3.0	0.0	18	94.7	-6.0	97.0	0.0	2.1	7	-2.0
CN(Cc1ccccc1)C(=O)CCS(=O)(=O)c1ccc2c(c1)n(C)c(=O)c(=O)n2C	1.4	-9.0	-5.0	15	97.7	-7.0	98.0	-2.0	0.5	6	-3.0
O=C1C2C3c4ccccc4C(c4ccccc43)C2C(=O)N1/N=C/c1cccc(O)c1 (stereo not given)	1.1	4.0	1.0	25	100.5	-5.0	99.7	4.0	0.7	7	2.0
COc1ccc(CNC(=O)CN(c2cc(C)cc(C)c2)S(=O)(=O)c2c(C)noc2C)cc1	1.3	-13.0	-7.0	24	106.1	-7.0	102.5	1.0	0.9	8	-4.0
COc1ccccc1C(=O)NC(C)c1ccccc1 (stereo not given)	4.0	-14.0	-5.0	13	99.5	-3.0	98.5	0.0	0.4	11	-3.0
Cc1cc(/C=N/NC(N)=S)c(C)n1-c1ccc(Cl)c(Cl)c1	-3.1	4.0	3.0	8	104.2	-3.0	105.9	-1.0	-1.1	7	-2.0
Cc1nn(-c2ccc(C(=O)O)cc2)c(=O)c2ccccc12	7.3	-21.0	-14.0	29	102.3	-8.0	106.5	-3.0	1.0	13	-5.0
O=C(CCc1nnc(Cc2c[nH]c3ccccc23)o1)NCC1CC12CCCCC2 (stereo not given)	4.2	-6.0	-4.0	11	101.2	-1.0	102.3	-2.0	0.5	12	-2.0
CCOc1ccccc1/C=c1\sc2ncnn2c1=O	0.4	-14.0	-2.0	4	99.2	-7.0	100.0	0.0	0.0	8	-2.0
FC(F)Oc1ccccc1/C=N/n1cnc2ccccc21	11.6	-5.0	-3.0	16	98.6	-1.0	97.5	-1.0	0.9	10	-1.0
O=C(NCCc1ccccn1)c1cccc(S(=O)(=O)N2CCc3ccccc32)c1	3.8	-5.0	-5.0	11	100.5	-5.0	102.7	-4.0	-1.3	10	-4.0
O=C(NCc1nnc(SCc2ccccc2)n1-c1ccccc1)C12CC3CC(CC(C3)C1)C2	12.6	-3.0	-9.0	11	103.1	-8.0	106.0	-6.0	2.9	10	-8.0
COc1ccc(C2C(C#N)=C(N)OC3=C2C(=O)CCC3)cc1Cn1cc([N+](=O)[O-])cn1 (stereo not given)	21.1	-3.0	0.0	10	101.0	-1.0	102.6	5.0	0.6	6	0.0
CC(C)(C)c1ccc(OCC(=O)NNC(=O)Cc2cccs2)cc1	3.5	-1.0	-3.0	8	106.8	-2.0	104.9	-2.0	0.9	25	-4.0
O=C(Cn1ncc2c(=O)oc3ccccc3c21)Nc1nc2ccccc2s1	-0.2	-7.0	-6.0	28	98.1	-2.0	99.7	1.0	-0.1	15	-3.0
O=C(OCc1cccc([N+](=O)[O-])c1)c1ccncc1	0.5	-4.0	0.0	10	100.3	-5.0	101.2	0.0	0.1	19	-2.0
Cc1ccc(-c2noc(CSc3nnnn3-c3ccccc3)n2)cc1	4.8	-15.0	-8.0	36	104.7	-11.0	98.5	-4.0	1.1	17	-8.0
CN(C)c1ccc(/C=N/NC(=O)CCc2c[nH]c3ccccc23)cc1	0.5	4.0	0.0	14	93.3	-10.0	95.5	7.0	0.3	22	-2.0
CCC(=O)NC1(C(F)(F)F)C(=O)Nc2c1c(=O)n(C)c(=O)n2C (stereo not given)	-1.0	8.0	5.0	31	96.7	6.0	98.3	5.0	0.1	7	7.0
CC/C(=N\NC(=O)COc1ccc(Br)cc1)c1ccc(OC)c(OC)c1	6.3	8.0	14.0	8	u	5.0	99.7	5.0	1.1	10	5.0
O=C(/C=C/c1cccc([N+](=O)[O-])c1)NCCSCc1ccc(Cl)cc1Cl	12.7	-2.0	0.0	13	101.1	-2.0	99.9	-6.0	0.8	10	-4.0
Cc1cccc(C(=O)n2cnnc2N)c1	5.6	-2.0	-2.0	14	100.5	-1.0	101.2	-1.0	0.6	9	0.0
COC(=O)C1C2CCC(C2)C1C(=O)OCC(=O)c1ccccc1 (stereo not given)	1.2	0.0	0.0	13	99.7	0.0	107.7	5.0	0.3	16	0.0
CCOC(=O)C1=C(C)NC(C)=C(C(=O)OCC)C1C	2.9	-2.0	0.0	23	u	-5.0	104.2&100.5	-2.0	0.6	6&10	-5.0
